Bioassay records: PubChem, several laboratories
KCNK9 block – human KCNK9 channel inhibition | HEK293 KCNK9, FluxOR thallium flux fluorescence; stronger effect = lower value | B-score at 10 µM | Q9NPC2 | AID 488922 | hit rate 1.2% among 310,000;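 active means ratio B-score over 3 SD below the library mean, with starting fluorescence within 5 SD of its mean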;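 further: negative B-score means less thallium flux so channel inhibition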
Target sequence (Q9NPC2 whole entry, looked up): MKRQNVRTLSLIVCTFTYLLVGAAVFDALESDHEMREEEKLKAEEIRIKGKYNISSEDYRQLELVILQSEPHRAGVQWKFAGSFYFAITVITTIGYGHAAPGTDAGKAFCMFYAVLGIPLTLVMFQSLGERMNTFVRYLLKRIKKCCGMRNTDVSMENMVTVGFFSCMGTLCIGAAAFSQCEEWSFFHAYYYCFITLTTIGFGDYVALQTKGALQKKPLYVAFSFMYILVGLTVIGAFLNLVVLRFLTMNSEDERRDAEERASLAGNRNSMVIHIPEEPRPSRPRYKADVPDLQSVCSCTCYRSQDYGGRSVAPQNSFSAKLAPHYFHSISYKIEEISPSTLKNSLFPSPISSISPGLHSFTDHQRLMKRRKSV
hERG protect – compounds protecting human hERG from proarrhythmic drug block; hit rate 0.51% among 310,000; AID 1511; CHO-hERG, FluxOR thallium flux, dofetilide IC70 present; activation (rescue from dofetilide block), less the hit threshold, % at 10 µM; Q12809;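 active means activation above the mean of controls blocked by dofetilide plus 5 SD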;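 further: thallium influx through hERG after potassium depolarization seen as dye fluorescence rise; in these data hits start at about 4.7%; inactives centre near -7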
TRPC4 act – activators of mouse TRPC4 channel; HEK293 TRPC4beta/mu-opioid, Fluo4 calcium fluorescence; stronger effect = higher value; B-score at 10 µM; hit rate 0.49% among 310,000;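 active means B-score above 5 SD of library B-scores, and initial fluorescence ratio not above library mean plus 5 SD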;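 further: positive B-score marks a calcium rise read as TRPC4 activation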
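Test system: HEK293 cells stably co-expressing mouse TRPC4beta and mu-opioid receptor | Schedule: Fluo4 dye loading 45 min at room temperature, 110 s recording | Measured by: Kinetic Fluo4 calcium fluorescence, 5 s baseline at 1 Hz | Evaluation: B score of integrated ratio | Controls: Buffer (low) and maximal DAMGO (high)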
KCNQ1 act – potentiators or activators of human KCNQ1 potassium channel | P51787 | CHO-K1 KCNQ1, thallium flux FluxOR fluorescence; stronger effect = higher value | B-score at 10 µM | hit rate 0.35% among 310,000 | AID 2648;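 active means fluorescence ratio B-score, a plate-corrected score, at least three library SD, with initial intensity B-score within 5 SD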
Target sequence (P51787 whole entry, looked up): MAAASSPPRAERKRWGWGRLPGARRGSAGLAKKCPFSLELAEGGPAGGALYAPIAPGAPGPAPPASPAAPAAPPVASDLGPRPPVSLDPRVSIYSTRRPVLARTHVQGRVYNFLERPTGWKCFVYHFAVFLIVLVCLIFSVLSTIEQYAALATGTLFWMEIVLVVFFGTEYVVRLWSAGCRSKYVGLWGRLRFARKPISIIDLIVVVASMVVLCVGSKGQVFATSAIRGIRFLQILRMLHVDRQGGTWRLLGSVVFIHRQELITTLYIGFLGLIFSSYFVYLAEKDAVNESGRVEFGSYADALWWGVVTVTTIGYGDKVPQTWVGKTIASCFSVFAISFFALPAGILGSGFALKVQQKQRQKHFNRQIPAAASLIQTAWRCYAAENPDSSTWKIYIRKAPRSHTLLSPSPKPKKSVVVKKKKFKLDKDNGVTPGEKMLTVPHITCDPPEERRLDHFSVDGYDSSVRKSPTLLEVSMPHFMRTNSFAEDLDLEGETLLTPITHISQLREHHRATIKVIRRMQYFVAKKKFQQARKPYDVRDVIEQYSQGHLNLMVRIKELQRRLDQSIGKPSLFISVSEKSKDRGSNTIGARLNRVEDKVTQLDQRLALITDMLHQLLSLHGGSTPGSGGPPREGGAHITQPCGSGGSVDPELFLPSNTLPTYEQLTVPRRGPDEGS
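Assay system: CHO-K1 cells stably expressing KCNQ1. Medium: assay buffer for compound exposure, DMSO matched across wells. Timing: 37 °C overnight plating, 90-min dark dye load, 20-min compound pretreatment. Signal: kinetic FluxOR fluorescence, 10 s baseline plus 110 s post-stimulus.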
KCNK3 inh – human KCNK3 channel inhibition, primary screen; B-score at 10 µM; CHO-KCNK3 thallium flux, FluxOR fluorescence; stronger effect = lower value; hit rate 0.84% among 340,000; O14649;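 active means B-score under library mean minus 4 SD, starting fluorescence ratio at most library mean plus 5 SD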;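 further: more negative B-score means stronger inhibition of thallium flux through KCNK3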
KCNQ1 block – blocks the human KCNQ1 potassium channel; CHO-K1 KCNQ1, FluxOR thallium flux fluorescence; stronger effect = higher value; B-score at 10 µM; hit rate 1.3% among 310,000; AID 2642;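 active means compounds whose thallium flux B-score, printed positive for inhibition, exceeds three library SD while starting fluorescence stays within three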;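 further: channel opened by potassium depolarization with thallium stimulus after 20 min compound exposure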
Dyrk1A ADPGlo – Dyrk1A (rat) kinase inhibition; Q63470; ADP-Glo luminescence, NFATc1 peptide; inhibition, % at 12.5 µM; hit rate 0.43% among 310,000; in the data active means inhibition above about 50%;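 further: plate controls were vehicle with enzyme for no effect and no enzyme for full effect; many of its hits are not listed in these tables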
PolyA inhibitor – inhibitors of polyadenylation in S. cerevisiae; hit rate 0.02% among 300,000; calls only at 12 µM; S. cerevisiae SKY197-pL101 polyadenylation reporter, beta-gal luminescence; efflux-impaired pdr1/pdr3 knockout yeast; score 100 = 6 SD above DMSO;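 active means lowest replicate activity score at least 50, where 100 means six control SD above control mean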;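 further: yeast exposed to compound for 9 h at 30 °C; higher score means more reporter readthrough which indicates perturbed polyadenylation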
TRPC4 inh – blocks the mouse TRPC4 cation channel; Q9QUQ5; B-score at 10 µM; hit rate 0.39% among 300,000; HEK293 TRPC4beta/mu-opioid, DAMGO-evoked Fluo4 calcium flux; stronger effect = lower value; AID 2247;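 active means B-score over 3 SD under the library average, no early fluorescence shift, positive overall ratio signal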
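test system = HEK293 cells with stable TRPC4beta plus mu-opioid receptor expression | detection = Fluo4 Ca2+ flux fluorescence | read-out = integrated fluorescence ratio relative to baseline, converted to per-well B score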
Platelet DG rel – platelet dense granule release activity | human platelet-rich plasma, SFLLRN dense granule ATP release, luminescence | inhibition, %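 (compounds screened at 7.5 µM in platelet-rich plasma)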 | hit rate 0.22% among 300,000;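 active means mean replicate score, as percent of positive control, at or above 50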
TRPC4 PAM – allosteric potentiators of mouse TRPC4 channel; Q9QUQ5; HEK293 TRPC4beta/mu-opioid, DAMGO EC20, Fluo-4 Ca2+ flux; stronger effect = higher value; B-score at 10 µM; hit rate 0.42% among 310,000;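 active means B-score of calcium response area above 5 SD of library B-scores, with initial fluorescence ratio within 5 SD of library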;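 further: B-score of integrated fluorescence ratio over time as area under calcium response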
Active calls of the source: *; i = inactive; / = no result given; & = joins results of further samples.

| compound | TRPC4 inh | TRPC4 PAM | KCNK3 inh | hERG protect | KCNQ1 act | PolyA inhibitor | Dyrk1A ADPGlo | Platelet DG rel | KCNK9 block | TRPC4 act | KCNQ1 block |
| --- | --- | --- | --- | --- | --- | --- | --- | --- | --- | --- | --- |
| CCn1c(CNC(=O)c2ccco2)nnc1SCC(=O)Nc1cc(C(F)(F)F)ccc1Cl | i | i | i | -9 | i | i | -2 | -5 | i | i | i |
| Cc1ccccc1NC(=O)c1cccc(NC(=O)c2c(C(=O)O)cccc2[N+](=O)[O-])c1 | i | i | i | -6 | i | i | / | -2 | i | i | i |
| c1ccc(Oc2nc(NCc3ccco3)nc(NCc3ccco3)n2)cc1 | i | i | i | -10 | i | i | -15 | -4 | i | i | i |
| O=C(O)/C=C/c1ccc(Cn2ccnc2)cc1 | i | i | i | -5 | i | i | -5&-5 | 1 | i | i | i |
| O=C(NNC(=O)c1ccccc1F)c1ccc(-n2cncn2)c([N+](=O)[O-])c1 | i | i | i | -15 | i | i | 11 | 11 | i | i | i |
| Cc1cccc(CCN=C(N)NS(=O)(=O)c2ccccc2)c1 | i | i | i | -12 | i | i | -4 | -12 | i | i | i |
| O=C(CN1CCN(Cc2ccccc2)CC1)NNC(=O)c1ccc(Cl)cc1 | i | i | i | -4 | i | i | -4 | -16 | i | i | i |
| CS(=O)(=O)n1nc(-c2ccc(Cl)cc2)nc1N | i | i | i | -8 | i | i | 7 | -4 | i | i | i |
| COc1ccc(N2C(=O)NC3CC2(C)Oc2ccc(Br)cc23)cc1OC (stereo unspecified) | i | i | i | -7 | i | i | -7 | 2 | i | i | i |
| Cc1ccc(Oc2ccc(OCC(=O)OC3CCS(=O)(=O)C3)cc2)cc1 (stereo unspecified) | i | i | / | -6 | i | i | / | 34 | i | i | i |
| Cc1ccc(N(C(=O)CS(=O)CC(=O)Nc2ccc(F)cc2)C(C)C(=O)NC(C)(C)C)cc1 (stereo unspecified) | i | i | i | -5 | i | i | 5 | -2 | i | i | i |
| O=C(Nc1ccc2nc(-c3ccco3)[nH]c2c1)c1cccs1 | i | i | i | -7 | i | i | -1 | 14 | i | i | i |
| CC(C)(C)OC(=O)N[C@@H](Cc1ccccc1)C(=O)N1CCC(C(=O)O)CC1 | i | i | i | -3 | i | i | 9 | -20 | i | i | i |
| COc1cc2sc(C)nc2c2sccc12 | i | i | i | -9 | i | i | 9 | -6 | i | i | i |
| CN(C)c1ccc(/C=N/OC(=O)Nc2ccccc2)cc1 | i | i | i | -10 | i | i | 2 | 9 | i | i | i |
| Cc1cccc(C)c1NC(=O)CN(C)C(=O)c1ccc(N2C(=O)CCC2=O)cc1 | i | i | i | -9 | i | i | -7 | -9 | i | i | i |
| C/C(=N\NC(=O)c1cccc(Cl)c1)C1C(=O)c2ccccc2C1=O | i | i | i | -17 | i | i | -1 | 22 | i | i | i |
| O=C(Nc1ncccn1)C1CCCN1S(=O)(=O)c1ccc(Cl)c(Cl)c1 (stereo unspecified) | i | i | i | -6 | i | i | 3 | 0 | i | i | i |
| CCOC(=O)c1cc(NC(=O)OC)c(C)nc1C | i | i | i | 2 | i | i | 3 | -4 | i | i | i |
| COc1ccccc1C(=O)N/C(=C/c1ccco1)C(=O)Nc1cccc(C(=O)O)c1 | i | i | i | -2 | i | i | -7 | -2 | i | i | i |
| C/C(=N/NC(=O)c1ccccc1)C(=O)O | i | i | i | -8 | i | i | -2 | -2 | i | i | i |
| CCOc1ccc(N(Cc2cc3cc(C)ccc3[nH]c2=O)C(=O)COC)cc1 | i | i | i | -10 | i | i | -1 | 19 | i | i | i |
| CNC(=O)/C(=C/c1ccc2c(c1)OCO2)NC(=O)c1ccc(Br)cc1 | i | i | i | -10 | i | i | 7 | -9 | i | i | i |
| Cc1ccc(N2C(=O)S/C(=C/c3cn(C)c4ccccc34)C2=O)cc1 | i | i | i | -5 | i | i | 5 | -9 | i | i | i |
| CCc1cccc(NC(=O)Cc2ccc([N+](=O)[O-])cc2)c1 | i | i | i | -4 | i | i | 0 | 1 | i | i | i |
| CCn1c(SCC(=O)N/N=C/C=C/c2ccco2)nnc1-c1ccc(OC)cc1 | i | i | i | -4 | i | i | 2 | 5 | i | i | i |
| COc1ccccc1NC(=O)CCN1C(=O)c2ccccc2S1(=O)=O | i | i | i | -15 | i | i | 5 | 3 | i | i | i |
| O=C(NC(Cc1c[nH]c2ccccc12)C(=O)O)c1ccccc1 (stereo unspecified) | i | i | i | -14 | i | i | -6 | -2 | i | i | i |
| Cc1nnsc1C(=O)N1CCCC(Nc2ccc(F)c(F)c2)C1 (stereo unspecified) | i | i | i | -8 | i | i | -5 | 0 | i | i | i |
| N=c1c[n+](-c2ccc(Cl)cc2)[n-]o1 | i | i | i | -5 | i | i | 0 | -11 | i | i | i |
| C=CCc1cc(C=O)cc(OC)c1OCc1ccc(C(=O)O)cc1 | i | i | i | -6 | i | i | -2 | 7 | i | i | i |
| COc1cccc(-c2nc(CS(=O)(=O)CC(=O)Nc3ccccc3C)c(C)o2)c1 | i | i | i | -3 | i | i | -1 | 2 | i | i | i |
| CC(=O)c1ccc(NC(=O)Nc2ncn(Cc3cccc(C)c3)n2)cc1 | i | i | i | -12 | i | i | -2 | 1 | i | i | i |
| CSc1nc2nccc(/C=C\c3ccccc3)n2n1 | i | i | i | -7 | i | i | -3 | -2 | i | i | i |
| CN(C)/C=C/c1onc(-c2c(F)cccc2Cl)c1C#N | i | i | i | -12 | i | i | -3 | -5 | i | i | i |
| COc1ccc(NS(=O)(=O)c2cc3c(cc2C)N(C(C)=O)CCO3)c(OC)c1 | i | i | i | -4 | i | i | -3 | 4 | i | i | i |
| CCOC(=O)c1c(C)c(C(=O)OCC)n(C)c1C | i | i | i | -4 | i | i | -2 | 1 | i | i | i |
| CC(NCc1ccc(S(N)(=O)=O)cc1)C(=O)Nc1ccc([N+](=O)[O-])cc1Cl (stereo unspecified) | i | i | i | -8 | i | i | / | -1 | i | i | i |
| Cc1ccc(SCc2cc(=O)[nH]c(N3CCCCC3)n2)cc1 | i | i | i | -10 | i | i | 4 | 1 | i | i | i |
| N#CC(CO)(Cc1ccc(OC(F)F)cc1)c1nc2ccccc2[nH]1 (stereo unspecified) | i | i | i | -8 | i | i | -4 | -6 | i | i | i |
| CCN(CC)S(=O)(=O)c1ccc(N2CCOCC2)c(NC(=O)C2COc3ccccc3O2)c1 (stereo unspecified) | i | i | i | -20 | i | i | 1 | 1 | i | i | i |
| O=C(Nc1ccccc1)c1ccc2c(c1)CCN2S(=O)(=O)c1ccccc1 | i | i | i | -10 | i | i | 5 | -22 | i | i | i |
| O=C(C1CCCN(Cc2ccccc2[N+](=O)[O-])C1)N1CCCCC1 (stereo unspecified) | i | i | i | -4 | i | i | -4 | -1 | i | i | i |
| CCc1ccc(/C=C2/SC(=S)N(CCC(=O)Nc3cccc(C(=O)O)c3)C2=O)cc1 | i | i | i | -8 | i | i | -10 | -5 | i | i | i |
| COc1ccc(/C=N/Nc2cc(N(C)C)nc(N(C)C)n2)cc1 | i | i | i | -13 | i | i | -1 | -12 | i | i | i |
| O=C(NCCSc1ccccc1)c1cncc(Br)c1 | i | i | i | -6 | i | i | 3 | 0 | i | i | i |
| O=C(NCc1ccccc1)c1onc(CS(=O)(=O)c2ccccn2)c1C(=O)NCc1ccccc1 | i | i | i | -13 | i | i | 2 | -4 | i | i | i |
| O=c1ccnc2n1COCS2 | i | i | i | -11 | i | i | 8 | 8 | i | i | i |

Another view of part of the listing above.
Compound: CCN(CC)S(=O)(=O)c1ccc(N2CCOCC2)c(NC(=O)C2COc3ccccc3O2)c1 (stereo unspecified)
  TRPC4 inh = i	TRPC4 PAM = i	KCNK3 inh = i	hERG protect = -20	KCNQ1 act = i	PolyA inhibitor = i	Dyrk1A ADPGlo = 1	Platelet DG rel = 1	KCNK9 block = i	TRPC4 act = i	KCNQ1 block = i

Compound: O=C(C1CCCN(Cc2ccccc2[N+](=O)[O-])C1)N1CCCCC1 (stereo unspecified)
  TRPC4 inh = i	TRPC4 PAM = i	KCNK3 inh = i	hERG protect = -4	KCNQ1 act = i	PolyA inhibitor = i	Dyrk1A ADPGlo = -4	Platelet DG rel = -1	KCNK9 block = i	TRPC4 act = i	KCNQ1 block = i

Later entries:
| compound | TRPC4 inh | TRPC4 PAM | KCNK3 inh | hERG protect | KCNQ1 act | PolyA inhibitor | Dyrk1A ADPGlo | Platelet DG rel | KCNK9 block | TRPC4 act | KCNQ1 block |
| --- | --- | --- | --- | --- | --- | --- | --- | --- | --- | --- | --- |
| Cc1ccc(CNc2cccnc2)cc1 | i | i | i | -4 | i | i | -1 | -6 | i | i | i |
| Cc1cccc(NC(=S)N2CCC(c3nc4ccccc4s3)CC2)c1 | i | i | i | -3 | i | i | 10 | 2 | i | i | i |
| COc1ccc(OC)c(NC(=O)C2CCCN2S(=O)(=O)c2cccc3nsnc23)c1 (stereo unspecified) | i | i | i | -9 | i | i | 4 | 5 | i | i | i |
| Cc1nc(Cl)c(C#N)cc1-c1ccccc1 | i | i | i | -4 | i | i | -1 | -10 | i | i | i |
| O=C(NC1CCCCC1)C1CC=CCC1C(=O)OCC(Cl)=C(Cl)Cl (stereo unspecified) | i | i | i | -6 | i | i | 2 | -3 | i | i | i |
| Cc1ccccc1NC(=O)C(C)SCc1ccccc1 (stereo unspecified) | i | i | i | -14 | i | i | / | -1 | i | i | i |
| O=C(CN(C(=O)CNC(=O)c1cccs1)c1ccccc1)NC1CCCCC1 | i | i | i | -3 | i | i | 0 | 17 | i | i | i |
| CCC(C)/C(C)=N/NC(=O)C1COc2ccccc2O1 (stereo unspecified) | i | i | i | -6 | i | i | 4 | 7 | i | i | i |
| CCCC(=O)Nc1nn(C)c2nc3c(C)cccc3cc12 | i | i | i | -5 | i | i | -1 | -2 | i | i | i |
| COc1cccc(-c2nc(=S)c3c(o2)CCCC3)c1 | i | i | i | -2 | i | i | 1 | -6 | i | i | i |
| FC(F)(F)c1cc(-c2ccccc2)nc(N2CCCCC2)n1 | i | i | i | -7 | i | i | 1 | 4 | i | i | i |
| COc1cc(C(=O)Nc2cccc3cccnc23)cc(OC)c1OC | i | i | i | -3 | i | i | 12 | 3 | i | i | i |
| COc1cc(C(C)=O)ccc1OC(=O)c1cc2cccc(OC)c2oc1=O | i | i | i | -10 | i | i | -5 | 6 | i | i | i |

A portion of the library, so the mix of outcomes need not match the whole.
